aSyn 5UTR inh: MLPCN primary screen, SNCA 5' untranslated region | alpha-synuclein 5'UTR reporter, inhibitor activity | inhibition, % (tested at 7.5 µM) | hit rate 0.82% among 300,000; in the data active = inhibition above about 60%;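 also: H4 neuroglioblastoma cells stably carrying SNCA 5'UTR luciferase fusion; 0% = DMSO wells and 100% = positive control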
TRPC6 inh: mouse TRPC6 channel inhibitors, primary screen, cell-based, HEK293, membrane potential dye; Short transient receptor potential channel 6 (Mus musculus), Q61143; ACh-evoked depolarization; active compounds read low; B-score at 10 µM; hit rate 1.1% among 310,000;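 active = B-score under library mean minus 3 SD, initial fluorescence not abnormally high, positive integrated signal ratio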;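 also: B-score derived from integrated fluorescence ratio over the kinetic read; more negative B-score means stronger inhibition of depolarization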
IEC-6 cytotox: cytotoxicity in IEC-6 intestinal epithelial cells, primary screen, cytotoxicity control for KLF5 inhibitor project, cell-based, luminescence. hit rate 0.78% among 290,000. IEC-6 cytotoxicity, luminescence viability. AID 1825, 2009. inhibition, % at 5 µM; in the data active = inhibition above about 22%;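 also: 0% = plate median of test compound wells and 100% = cytotoxic reference compound wells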
KLF5 inh: KLF5 expression inhibitors, primary screen, DLD-1 cells, luminescence. inhibition, % at 5 µM. hit rate 0.23% among 290,000. DLD-1 KLF5 promoter-luciferase reporter;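 active = inhibition above a per-plate limit of that plate's mean compound inhibition plus 3 SD, cut at about 60% in these data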;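 also: 0% = DMSO wells and 100% = LY294002 at 200 µM; higher means less KLF5 promoter-driven luciferase light; inactives centre near -14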
TRPC6 activator: mouse TRPC6 channel activators, primary screen, cell-based, HEK293, membrane potential dye; B-score at 10 µM; hit rate 0.13% among 310,000; HEK293-TRPC6 membrane potential dye fluorescence; active compounds read high;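 active = B-score of the integrated fluorescence ratio above library mean plus 3 SD, and starting fluorescence ratio within library mean plus 5 SD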;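 also: higher score means more depolarization so channel activation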
HIF act: HIF pathway transcriptional activators, primary screen, cell-based, U2OS HRE-luciferase, luminescence; AID 1910, 2009; activation, % at 7.5 µM (by protocol); U2OS HRE-luciferase reporter; normalized: DMSO 0%, desferrioxamine 100%; hit rate 0.32% among 300,000;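 active = mean activation of at least 10% of the iron chelator positive control signal, with at least half of replicates also reaching 10%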
TRPC4 PAM: positive allosteric modulators of TRPC4, primary screen, cell-based, mouse TRPC4beta, HEK293 mu-opioid, Fluo-4 calcium. AID 2227, 2009. DAMGO EC20, Fluo-4 Ca2+ flux; active compounds read high. B-score at 10 µM. hit rate 0.42% among 310,000. Short transient receptor potential channel 4 (Mus musculus), Q9QUQ5;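 active = B-score of calcium response area above 5 SD of library B-scores, with initial fluorescence ratio within 5 SD of library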;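 also: B-score of integrated fluorescence ratio over time as area under calcium response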
Target sequence (Q9QUQ5 whole entry, looked up): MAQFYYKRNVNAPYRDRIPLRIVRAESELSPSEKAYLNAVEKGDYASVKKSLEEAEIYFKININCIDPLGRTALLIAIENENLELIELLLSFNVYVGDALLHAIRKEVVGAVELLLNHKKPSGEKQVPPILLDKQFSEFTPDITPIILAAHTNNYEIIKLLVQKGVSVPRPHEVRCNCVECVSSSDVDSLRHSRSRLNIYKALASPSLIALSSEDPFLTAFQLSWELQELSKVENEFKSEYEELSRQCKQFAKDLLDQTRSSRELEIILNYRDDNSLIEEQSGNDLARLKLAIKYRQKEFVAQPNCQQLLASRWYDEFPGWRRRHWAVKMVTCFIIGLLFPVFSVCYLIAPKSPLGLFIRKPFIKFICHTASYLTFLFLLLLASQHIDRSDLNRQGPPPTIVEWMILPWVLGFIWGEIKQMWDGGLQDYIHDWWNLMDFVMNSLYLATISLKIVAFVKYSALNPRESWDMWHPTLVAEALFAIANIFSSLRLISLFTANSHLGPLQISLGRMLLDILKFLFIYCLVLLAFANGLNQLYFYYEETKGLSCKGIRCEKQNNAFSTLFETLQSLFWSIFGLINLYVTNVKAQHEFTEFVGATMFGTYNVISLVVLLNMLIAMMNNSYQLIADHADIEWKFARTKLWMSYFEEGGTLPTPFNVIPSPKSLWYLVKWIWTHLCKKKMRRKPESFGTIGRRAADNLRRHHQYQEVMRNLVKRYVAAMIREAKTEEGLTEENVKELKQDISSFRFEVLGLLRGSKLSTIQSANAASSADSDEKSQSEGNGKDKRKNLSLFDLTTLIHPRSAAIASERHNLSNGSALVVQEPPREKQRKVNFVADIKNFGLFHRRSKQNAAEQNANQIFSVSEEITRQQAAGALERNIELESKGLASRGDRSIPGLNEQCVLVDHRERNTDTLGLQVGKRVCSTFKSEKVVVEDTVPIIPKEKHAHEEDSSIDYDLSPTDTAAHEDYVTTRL
TRPC4 block: inhibitors of mouse TRPC4 channel, primary screen, Fluo4 calcium, HEK293 TRPC4beta/mu-opioid cells; DAMGO-evoked Fluo4 calcium flux; active compounds read low; hit rate 0.39% among 300,000; AID 2247, 2010; B-score at 10 µM;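 active = B-score over 3 SD under the library average, no early fluorescence shift, positive overall ratio signal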
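Assay system: Stable TRPC4beta/mu-opioid receptor HEK293 cells | Reagent: DAMGO in two steps, submaximal then maximal | Compound dosing: Single concentration per test compound | Signal: Fluo4 Ca2+ flux fluorescence | Evaluation: Per-well B score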
TRPC4 agonist: activators of mouse TRPC4 channel, primary screen, Fluo4 calcium, HEK293 TRPC4beta/mu-opioid cells; hit rate 0.49% among 310,000; B-score at 10 µM; Fluo4 calcium fluorescence; active compounds read high;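 active = B-score above 5 SD of library B-scores, and initial fluorescence ratio not above library mean plus 5 SD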;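 also: positive B-score marks a calcium rise read as TRPC4 activation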
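Test system: HEK293 cells stably co-expressing mouse TRPC4beta and mu-opioid receptor | Schedule: Fluo4 dye loading 45 min at room temperature, 110 s recording | Measured by: Kinetic Fluo4 calcium fluorescence, 5 s baseline at 1 Hz | Evaluation: B score of integrated ratio | Controls: Buffer (low) and maximal DAMGO (high)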
SKKanGAS inh: S. pyogenes SKKanGAS growth inhibitors in kanamycin, primary screen, streptokinase expression inhibitor project, SKKanGAS strain, BacTiter-Glo luminescence; inhibition, % at 7.5 µM; hit rate 1.3% among 300,000; 6 h;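 active = mean replicate score, as percent of positive control median, at least 50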;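 also: strain carries kanamycin resistance gene driven by streptokinase promoter and grows in 40 µg/ml kanamycin; loss of luminescence reflects streptokinase promoter inhibition or plain growth inhibition; 0% = median of DMSO wells and 100% = positive control at its reference dose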
MrgX1 antag: antagonists of human MrgX1 receptor, primary screen, HEK293 cells, Fluo-4 calcium flux; AID 588676, 2011; B-score at 10 µM; hit rate 1.3% among 310,000; BAM8-22 antagonism; active compounds read low;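 active = calcium-response B-score plate-corrected more than 3 library SD below zero, starting fluorescence within 5 deviations, no agonist response on first addition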;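 also: peak minus trough fluorescence over baseline after final BAM8-22 challenge near maximal dose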
An asterisk follows results filed as active; i = inactive; / = no result given. Hits appear at their usual frequency. Share with any hit: about 5.8%.

entry	structure	aSyn 5UTR inh	TRPC6 inh	IEC-6 cytotox	KLF5 inh	TRPC6 activator	HIF act	TRPC4 PAM	TRPC4 block	TRPC4 agonist	SKKanGAS inh	MrgX1 antag
1	COC(=O)C1=C(CCc2ccccc2)NC(=O)NC1c1ccc(Br)cc1 (stereo unspecified)	18	i	-3	4	i	0.3	i	i	i	7	i
2	Cc1c(C(=O)N2c3ccccc3Sc3ccccc32)cccc1[N+](=O)[O-]	28	i	1	-13	i	-0.2	i	i	i	8	i
3	O=C(CCNC(=O)c1ccc(Br)cc1)NCC1CCCO1 (stereo unspecified)	-3	i	/	/	i	-0.4	i	i	i	-7	i
4	CCCCNC(=O)CCCCC(=O)N/N=C/c1ccccc1Cl	19	i	-3	-26	i	0.2	i	i	i	-1	i
5	COc1ccc(NC(=O)c2cccc(N3C(=O)C4C5C=CC(C5)C4C3=O)c2)cc1 (stereo unspecified)	10	i	1	-44	i	-0.1	i	i	i	-6	i
6	CC(C)C(=O)c1cn(CC(=O)NCC2CCCO2)c2ccccc12 (stereo unspecified)	-4	i	0	-10	i	0.0	i	i	i	1	i
7	O=C1/C(=C/Nc2cccc([N+](=O)[O-])c2)CCc2ccccc21	-186	i	-6	-56	i	1.7	i	i	i	7	i
8	COc1cc2c(cc1OC)CN(CC(O)c1ccccc1)CC2 (stereo unspecified)	1	i	-1	-29	i	0.1	i	i	i	2	i
9	CCOC(=O)C1CCN(C(=O)c2cc(S(=O)(=O)N3CCCCCC3)ccc2OC)CC1	-1	i	/	/	i	0.0	i	i	i	-11	i
10	CCCCNS(=O)(=O)c1ccc2nc(-c3cccnc3)cc(C(=O)NC3CCCC3)c2c1	-5	i	-2	-16	i	-0.8	i	i	i	2	i
11	CCOC(=O)Cn1nc(NC(=O)c2ccc(C(=O)OC)cc2)cc1C	-6	i	-3	-40	i	0.3	i	i	i	-4	i
12	CCOC(=O)/C(N=Nc1ccc(Cl)cc1)=C(/O)c1ccc([N+](=O)[O-])cc1	13	i	-4	-21	i	0.0	i	i	i	-3	i
13	Cc1ccccc1C(=O)N(CC(=O)Nc1sc(C)c(C)c1C(N)=O)C1CCCC1	14	i	0	-16	i	-0.1	i	i	i	6	i
14	COc1ccc2c(c1OC)C(=O)N(c1nc(SC)n[nH]1)C2=O	-9	i	-13	3	i	0.2	i	i	i	3	i
15	COc1ccc(CCC(=O)NCCc2ccc(Cl)cc2)cc1	-4	i	-3	-9	i	2.3	i	i	i	-9	i
16	Cc1nnc(NC(=O)CSc2ncc(-c3ccccc3)[nH]2)s1	-24	i	6	-16	i	0.4	i	i	i	-2	i
17	NS(=O)(=O)c1ccc(NC(=O)COC(=O)c2ccc3c(c2)OCCO3)cc1	-12	i	0	7	i	-0.5	i	i	i	-3	i
18	O=C(NN=C(Cc1ccccc1)Cc1ccccc1)C1CC1	26	i	-6	-5	i	0.0	i	i	i	4	i
19	COc1ccc(S(=O)(=O)NC(C)C(=O)Nc2ccc3c(c2)OCO3)cc1OC (stereo unspecified)	15	i	2	19	i	-0.3	i	i	i	-2	i
20	CCC(c1nnnn1C(C)(C)C)N1CCN(c2cc(Cl)ccc2C)CC1 (stereo unspecified)	9	i	1	-16	i	-0.2	i	i	i	8	i
21	CC(C)N1C(=S)SC2CS(=O)(=O)C=C21 (stereo unspecified)	-1	i	2	14	i	-0.4	i	i	i	0	i
22	COC(=O)c1ccccc1NC(=O)Nc1ccc2c(c1)OCO2	-46	i	2	-37	i	1.9	i	i	i	8	i
23	CC1CC(C)CN(C(=O)c2nn(C)c3c2CS(=O)(=O)c2ccccc2-3)C1 (stereo unspecified)	-7	i	-4	-20	i	-0.4	i	i	i	2	i
24	O=C(O)/C=C/C(=O)N(Cc1ccc2c(c1)OCO2)C1CC(=O)N(CCc2ccccc2)C1=O (stereo unspecified)	-22	i	-2	-3	i	-37	i	i	i	-8	i
25	N#Cc1c(/N=C/c2cccs2)sc2c1CCCCC2	-186	i	3	-12	i	1.9	i	i	i	2	i
26	O=C(NNc1c(Cl)cncc1Cl)c1sccc1Cl	4	i	-3	9	i	0.1	i	i	i	-4	i
27	CCOc1ccc(C(CC(=O)O)NC(=O)C(CC)c2ccccc2)cc1 (stereo unspecified)	17	i	6	-19	i	-0.7	i	i	i	-3	i
28	Cn1c(NCCCO)nc2c1c(=O)n(Cc1ccccc1F)c(=O)n2C	14	i	-2	-17	i	-0.6	i	i	i	-23	i
29	CCc1nn(CCCC(=O)N2CCN(c3cccc(C)c3C)CC2)c(=O)c2cc3occc3n12	23	i	-2	-34	i	0.2	i	i	i	16	i
30	O=C1CCCC2=C1C(c1ccccc1)CC(=O)N2c1ccccc1 (stereo unspecified)	-2	i	-3	-11	i	0.2	i	i	i	5	i
31	O=C(CNC(=O)c1cnccc1C(F)(F)F)c1cccc(Cl)c1	-2	i	3	-23	i	0.0	i	i	i	-1	i
32	CC(O)CNCCNCc1cccs1 (stereo unspecified)	-13	i	2	2	i	-0.6	i	i	i	-3	i
33	CCOc1cc(C(=O)NC(=S)Nc2cccnc2)cc(OCC)c1OCC	14	i	6	2	i	-0.4	i	i	i	-12	i
34	COc1ccc(-c2csc(=NCCO)n2-c2ccccc2)cc1	-99	i	-4	-98	i	5.9	i	i	i	2	-5.8*
35	O=c1c2ccccc2nnn1CSc1ccc2ccccc2n1	-52	i	1	-44	i	0.3	i	i	i	3	i
36	CCN(CC(=O)Nc1ccc(NC(C)=O)cc1)C(=O)C1CCC1	-5	i	/	/	i	0.0	i	i	i	-8	i
37	Clc1cccc(-c2nn3c(Cn4cnc5ccccc54)nnc3s2)c1	/	i	-3	-13	i	/	i	i	i	-11	i
38	CNC(=O)Nc1cccc(NC(=O)NC)n1	13	i	-4	2	i	-21	i	i	i	0	i
39	COCCn1c(SCC(=O)NCCc2ccccc2)nc2c([nH]c3ccccc32)c1=O	11	i	1	2	i	0.0	i	i	i	-3	i
40	CCn1nnnc1SCC(=O)c1ccc(NC(C)=O)cc1	-1	i	-1	-18	i	0.1	i	i	i	3	i
41	O=C1N(c2cccc(Cl)c2)C(c2ccccc2)N2CCCN12 (stereo unspecified)	-18	i	2	8	i	-0.4	i	i	i	2	i
42	CCN(CC)S(=O)(=O)c1cccc(C(=O)N/N=C(\C)c2ccc(O)cc2O)c1	111*	i	-3	14	i	13*	i	i	i	5	i
43	O=C(CSc1nnc(Cc2ccccc2)n1C1CCCCC1)N1CCOCC1	-22	i	-2	-18	i	0.4	i	i	i	6	i
44	C=CCn1c(SCc2nc3ccccc3nc2C)nnc1-c1ccoc1C	0	i	1	-9	i	0.0	i	i	i	10	i
45	O=C(NC(=S)N1CCN(c2ccc([N+](=O)[O-])cc2)CC1)c1ccc(F)cc1	23	i	1	-29	i	0.0	i	i	i	44	i
46	CCOC(=O)c1ccc(NC(=O)N2CCN(c3ccccc3OC)CC2)cc1	6	i	3	1	i	0.0	i	i	i	-5	i
47	COc1cc(C=O)c(Br)cc1OCC(=O)NCCc1ccccc1	18	i	-5	-13	i	0.9	i	i	i	-6	i
48	COc1ccc(CNCCNC(=O)c2cccs2)cc1OC	3	i	-5	-13	i	0.5	i	i	i	-5	i
49	c1ccc(Nc2nc(-c3ccccc3)ns2)cc1	-144	i	11	-154	i	2.3	i	i	i	-1	i
50	CC(C)N(C)C1CCN(C(=O)Nc2ccc(Cl)c(Cl)c2)CC1	-42	i	0	-12	i	0.2	i	i	i	-9	i
51	CCC1=Nc2ccccc2-c2nnc(SC)nc2O1	26	i	5	5	i	-0.4	i	i	i	0	i
52	CC1CCN(C(=O)Cn2ncc3c([nH]c4ccccc43)c2=O)CC1	11	i	6	-26	i	-0.2	i	i	i	8	i
53	CCOC(=O)c1ccccc1NC(=O)CSc1nc2ccccc2o1	-88	i	3	-85	i	1.7	i	i	i	2	i
54	C=CCc1cc(Cl)ccc1OC(=O)Nc1cccc(Cl)c1	-31	i	-1	-16	i	0.4	i	i	i	1	i
55	CSc1n[nH]c(=O)n1-c1cccc(Cl)c1	12	i	4	-2	i	-0.6	i	i	i	-2	i
56	Cc1cccc(OCC(=O)Nc2cc(C)on2)c1	-38	i	-3	-24	i	0.9	i	i	i	-13	i
57	Cc1ccsc1-c1nc(CSCC(=O)N2CCN(c3ccccc3)CC2)c(C)o1	0	i	3	-21	i	-0.3	i	i	i	-8	i
58	Cn1c(C(=O)Nc2ccccc2)cc2sccc21	-172	i	-2	-30	i	5.7	i	i	i	-5	i
59	C=C(C)c1cccc(C(C)(C)NC(=O)NCc2cccnc2)c1	/	i	-3	-44	i	/	i	i	i	/	i

Compounds from the list above that contain an NH in an aromatic ring (5):
entry	structure	aSyn 5UTR inh	TRPC6 inh	IEC-6 cytotox	KLF5 inh	TRPC6 activator	HIF act	TRPC4 PAM	TRPC4 block	TRPC4 agonist	SKKanGAS inh	MrgX1 antag
14	COc1ccc2c(c1OC)C(=O)N(c1nc(SC)n[nH]1)C2=O	-9	i	-13	3	i	0.2	i	i	i	3	i
16	Cc1nnc(NC(=O)CSc2ncc(-c3ccccc3)[nH]2)s1	-24	i	6	-16	i	0.4	i	i	i	-2	i
39	COCCn1c(SCC(=O)NCCc2ccccc2)nc2c([nH]c3ccccc32)c1=O	11	i	1	2	i	0.0	i	i	i	-3	i
52	CC1CCN(C(=O)Cn2ncc3c([nH]c4ccccc43)c2=O)CC1	11	i	6	-26	i	-0.2	i	i	i	8	i
55	CSc1n[nH]c(=O)n1-c1cccc(Cl)c1	12	i	4	-2	i	-0.6	i	i	i	-2	i
